LYP inhibition: inhibitors of LYP phosphatase, biochemical, fluorescence intensity, uHTS (AID 1779). one-dose inhibition, % at 11.5 µM; IC50 in µM for titrated hits. hit rate 0.054% among 290,000. recombinant LYP phosphatase, fluorescence intensity; higher % means a stronger effect;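 note: plate controls were vehicle with enzyme for no effect and no enzyme for full effect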
XIAP displacement: small molecules displacing peptide from XIAP – biochemical, IAP family, fluorescence polarization (AID 1018); one-dose displacement, % at 20 µM; IC50 in µM for titrated hits; hit rate 0.007% among 200,000; XIAP BIR domain, fluorescence polarization peptide displacement; higher % means a stronger effect; in the data active = displacement above about 50%; note: a part of the inactive calls stands beside numbers as strong as those of hits
Yfh1-off respiration: enhancers of respiration in Yfh1-depleted yeast, dose response, Friedreich's ataxia, plus single-dose screen (AID 1465). S. cerevisiae Yfh1-off respiration, WST-1 reduction, 72 h; higher fold induction means a stronger effect. fold induction at 50 µM; hits with a dose series show EC50 in µM. hit rate 0.074% among 220,000;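 active = fold induction of absorbance versus untreated yeast above a set limit, then at least 30% activation at any dose in follow-up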;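 note: activators that raise dye reduction in frataxin-depleted yeast; strong numbers were not always called active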
P. falciparum M1AAP: P. falciparum M1AAP inhibitors, biochemical, fluorogenic H-Leu-NHMec substrate, 1536-well (AID 1445); one-dose inhibition, % at 30 µM; IC50 in µM for titrated hits; hit rate 0.42% among 220,000; recombinant M1AAP, H-Leu-NHMec fluorogenic kinetic assay; higher % means a stronger effect;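 active = primary inhibition above the hit cutoff, then over 50% inhibition at one or more dose response concentrations, cut at about 23% in these data, passing the limit was not always enough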;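 note: plate controls were DMSO full reaction for no effect and no enzyme background for full effect; strong numbers were not always called active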
P. falciparum M17LAP: P. falciparum M17LAP inhibitors, primary screen, biochemical, fluorogenic H-Leu-NHMec substrate, 1536-well (AID 1619); hit rate 0.38% among 220,000; recombinant M17LAP, H-Leu-NHMec fluorogenic kinetic assay; higher % means a stronger effect; one-dose inhibition, % at 30 µM; IC50 in µM for titrated hits;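 active = compound inhibiting the enzyme by more than half at any dose during confirmatory dose-response retesting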;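 note: plate controls were full reaction with DMSO carrier for no effect and no enzyme background for full effect; strong numbers were not always called active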
WT yeast gro inh: growth inhibition of WT yeast, mitochondrial fusion screen; mitochondrial fusion phenotypic screen, WT strain; inhibition, % at 10 µM; hit rate 2.1% among 190,000; AID 1362; in the data active = inhibition above about 58%; tested in S. cerevisiae
PMI inhibition: human PMI inhibitors, high substrate, primary screen, biochemical, fluorescence intensity, high mannose 6-phosphate (AID 1220); recombinant PMI enzyme, coupled fluorescence intensity; higher % means a stronger effect; one-dose inhibition, % at 20 µM; IC50 in µM for titrated hits; hit rate 0.66% among 190,000
human PMI inhibition: inhibitors of human PMI, primary screen, biochemical, fluorescence intensity, coupled assay (AID 1209); hit rate 0.42% among 190,000; purified PMI enzyme, coupled fluorescence intensity; higher % means a stronger effect; inhibition, % at 20 µM, or IC50 in µM where a hit was titrated;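 note: plate controls were DMSO vehicle for no effect and wells lacking substrate for full effect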
TNAP activators: stimulation of alkaline phosphatase TNAP activity – biochemical, luminescent, no phosphate acceptor, uHTS, primary screen (AID 1001) | activation fold at 20 µM, or EC50 in µM where a hit was titrated | purified TNAP, luminescent activation assay, no phosphate acceptor; higher activation fold means a stronger effect | hit rate 0.03% among 200,000; in the data active = activation fold from about 3, or a potency from the dose series; inactive = the rest, 99 in 100 with activation fold below about 1.6; note: many of its hits are not listed in these tables
WT yeast gro inh mutant strain: recorded beside WT yeast gro inh, whose call it bears; inhibition, %; mitochondrial fusion phenotypic screen, mutant strain inhibition
Starred values were filed as active, the others as inactive. Cut-off read from the data, not from the text of the source, unless noted: active = inhibition above about 50%; inactive = the rest. Not a hit list; 3.7% or so of the library scored in one or more.

`CC(=O)c1sc(NC(=O)c2cc(-c3ccccc3)nn2-c2ccccc2)nc1C` gave LYP inhibition -1%, XIAP displacement 1.8%, Yfh1-off respiration inactive, P. falciparum M1AAP 6%, P. falciparum M17LAP -23%, WT yeast gro inh 43, PMI inhibition 17%, human PMI inhibition 12%, TNAP activators 1.1 and WT yeast gro inh mutant strain -11.
For CCC1CCCCN1C(=O)c1cccc(S(=O)(=O)Nc2cc(C(F)(F)F)ccc2Cl)c1 (stereo not given) the results were LYP inhibition 4%, XIAP displacement -0.2%, Yfh1-off respiration inactive, P. falciparum M1AAP 2%, P. falciparum M17LAP 1%, WT yeast gro inh 38, PMI inhibition 12%, human PMI inhibition 12%, TNAP activators 1 and WT yeast gro inh mutant strain -6.
Cn1nc(C(F)(F)F)c2cc(C(=O)Nc3ccc(F)c(Cl)c3)sc21 was read as LYP inhibition -1%, Yfh1-off respiration inactive, P. falciparum M1AAP 9% and P. falciparum M17LAP 7%.
`O=C(O)[C@@H](c1ccccc1)N1Cc2ccccc2C1=O` gave LYP inhibition -5%, XIAP displacement 28µM*, Yfh1-off respiration inactive, P. falciparum M1AAP 11%, P. falciparum M17LAP -3%, WT yeast gro inh 19, PMI inhibition -33%, human PMI inhibition -30%, TNAP activators 0.8 and WT yeast gro inh mutant strain 6.
`CN(Cc1ccccn1)Cc1nc(Cc2ccccc2Cl)no1` gave LYP inhibition -7%, XIAP displacement -4.5%, Yfh1-off respiration inactive, P. falciparum M1AAP 8%, P. falciparum M17LAP 12%, WT yeast gro inh 7, TNAP activators 1.2 and WT yeast gro inh mutant strain -4.
`O=C1NC(=O)/C(=C\c2ccc(Cl)nc2)S1` gave LYP inhibition -2%, XIAP displacement -4.7%, Yfh1-off respiration inactive, P. falciparum M1AAP 6%, P. falciparum M17LAP 9%, WT yeast gro inh -24, PMI inhibition 15%, human PMI inhibition 1%, TNAP activators 1.1 and WT yeast gro inh mutant strain 7.
For Cc1ccc(NC(=O)c2ccccc2NC(=O)CCC(=O)O)cc1 the results were LYP inhibition -5%, XIAP displacement 3.1%, Yfh1-off respiration inactive, P. falciparum M1AAP 14%, P. falciparum M17LAP 13%, WT yeast gro inh -5, PMI inhibition 0%, human PMI inhibition -2%, TNAP activators 1.1 and WT yeast gro inh mutant strain -6.
Screening O=C(CSc1nnnn1-c1ccccc1)Nc1ncc(Cc2ccccc2Cl)s1 returned LYP inhibition -1%, XIAP displacement -0.1%, Yfh1-off respiration inactive, P. falciparum M1AAP -3%, P. falciparum M17LAP 5%, WT yeast gro inh 1, PMI inhibition 0%, human PMI inhibition 11%, TNAP activators 1 and WT yeast gro inh mutant strain -16.
Screening CC(=O)c1c(C)[nH]c(C(=O)OC(C)C(=O)Nc2cc(S(=O)(=O)N3CCCCC3)ccc2Cl)c1C (stereo not given) returned LYP inhibition 0%, XIAP displacement 1.4%, Yfh1-off respiration inactive, P. falciparum M1AAP 5%, P. falciparum M17LAP -15%, WT yeast gro inh 0, PMI inhibition 0%, human PMI inhibition 6%, TNAP activators 1 and WT yeast gro inh mutant strain -16.
Screening CCOc1ccc(NC(=O)CCS(=O)(=O)c2ccc3c(c2)CCCN3C(=O)CC)cc1 returned LYP inhibition -3%, XIAP displacement -5.3%, Yfh1-off respiration inactive, P. falciparum M1AAP 6%, P. falciparum M17LAP 11%, WT yeast gro inh -4, PMI inhibition -6%, human PMI inhibition -5%, TNAP activators 1.1 and WT yeast gro inh mutant strain -3.
Cc1ccc(-c2nn(-c3ccccc3)cc2CO)o1 was read as LYP inhibition -4%, XIAP displacement 0.6%, Yfh1-off respiration inactive, P. falciparum M1AAP 0%, P. falciparum M17LAP 7%, WT yeast gro inh 9, PMI inhibition 14%, human PMI inhibition 10%, TNAP activators 1 and WT yeast gro inh mutant strain 1.
Screening O=C(O)CNc1nc(-c2ccccc2)nc2ccccc12 returned LYP inhibition -2%, XIAP displacement -2.2%, Yfh1-off respiration inactive, P. falciparum M1AAP 0%, P. falciparum M17LAP 12%, WT yeast gro inh -5, PMI inhibition 16%, human PMI inhibition 16%, TNAP activators 1.1 and WT yeast gro inh mutant strain -11.
Screening COc1ccc2c(CC(=O)OCC(=O)Nc3ccccc3[N+](=O)[O-])coc2c1 returned LYP inhibition -5%, XIAP displacement -3.7%, Yfh1-off respiration inactive, P. falciparum M1AAP 5%, P. falciparum M17LAP -13%, WT yeast gro inh -11, PMI inhibition 8%, human PMI inhibition 5%, TNAP activators 1 and WT yeast gro inh mutant strain 5.
`CC1(C)OC(=O)C(=NNc2ccccc2[N+](=O)[O-])C(=O)O1` gave LYP inhibition -1%, Yfh1-off respiration inactive, P. falciparum M1AAP 9% and P. falciparum M17LAP 17%.
For CC(=O)Oc1ccc(C(=O)Nc2ccccc2C(=O)N2CCCCC2)cc1 the results were LYP inhibition -4%, XIAP displacement -5.7%, Yfh1-off respiration inactive, P. falciparum M1AAP 0%, P. falciparum M17LAP 1%, WT yeast gro inh 9, PMI inhibition -4%, human PMI inhibition -2%, TNAP activators 1.2 and WT yeast gro inh mutant strain 5.
For Cc1sc2nc(C3CC3)nc(N3CCN(S(=O)(=O)c4ccc(F)cc4)CC3)c2c1C the results were LYP inhibition 12%, XIAP displacement -4.4%, Yfh1-off respiration inactive, P. falciparum M1AAP -2%, P. falciparum M17LAP 17%, WT yeast gro inh 35, PMI inhibition 10%, human PMI inhibition 3%, TNAP activators 1.1 and WT yeast gro inh mutant strain -6.
Screening O=C(COC(=O)c1ccc(NS(=O)(=O)c2cccs2)cc1O)Nc1nc2ccccc2s1 returned LYP inhibition 2%, XIAP displacement -9.3%, Yfh1-off respiration inactive, P. falciparum M1AAP 8%, P. falciparum M17LAP 2%, WT yeast gro inh 2, PMI inhibition 9%, human PMI inhibition 17%, TNAP activators 1.1 and WT yeast gro inh mutant strain -1.
Screening O=C(CN1C(=O)CCS(=O)(=O)c2ccccc21)NCc1ccc(F)cc1 returned LYP inhibition -6%, XIAP displacement -11%, Yfh1-off respiration inactive, P. falciparum M1AAP 1%, P. falciparum M17LAP 18%, WT yeast gro inh -10, PMI inhibition -2%, human PMI inhibition 0%, TNAP activators 1 and WT yeast gro inh mutant strain -15.
`O=C(Nc1ccccc1)N1CCc2c([nH]c3ccccc23)C1C(F)(F)F` (stereo not given) gave LYP inhibition -5%, Yfh1-off respiration inactive, P. falciparum M1AAP 7% and P. falciparum M17LAP -2%.
CCOC(=O)c1cccc(NC(=O)CCS(=O)(=O)c2cccs2)c1 was read as LYP inhibition -5%, XIAP displacement -7.3%, Yfh1-off respiration inactive, P. falciparum M1AAP -2%, P. falciparum M17LAP 14%, WT yeast gro inh -4, PMI inhibition -1%, human PMI inhibition 8%, TNAP activators 1.1 and WT yeast gro inh mutant strain -4.
For COc1cccc(/C=C/C(=O)Nc2ccc3c(c2)OCCO3)c1OC the results were LYP inhibition 4%, XIAP displacement -1.7%, Yfh1-off respiration inactive, P. falciparum M1AAP -1%, P. falciparum M17LAP -3%, WT yeast gro inh 18, PMI inhibition 0%, human PMI inhibition 4%, TNAP activators 1.1 and WT yeast gro inh mutant strain 7.
For CC(/C=N/NC(=O)CSc1ccccn1)=C\c1ccc(C(C)C)cc1 the results were LYP inhibition 7%, XIAP displacement -4.8%, Yfh1-off respiration inactive, P. falciparum M1AAP 1%, P. falciparum M17LAP -4%, WT yeast gro inh 54, PMI inhibition 20%, human PMI inhibition 16%, TNAP activators 1 and WT yeast gro inh mutant strain 18.
`CC(=O)c1ccc(NC(=S)N2CCN(c3cccc(Cl)c3)CC2)cc1` gave LYP inhibition 2%, XIAP displacement -2.9%, Yfh1-off respiration inactive, P. falciparum M1AAP -7%, P. falciparum M17LAP -6%, WT yeast gro inh 8, PMI inhibition -9%, human PMI inhibition -6%, TNAP activators 1.1 and WT yeast gro inh mutant strain 8.
O=[N+]([O-])c1cc(Cl)cc(/C=N/NC(=S)Nc2ccc(S(=O)(=O)N3CCOCC3)cc2)c1O was read as LYP inhibition -1%, Yfh1-off respiration inactive, P. falciparum M1AAP 22% and P. falciparum M17LAP 19%.
Screening CCOC(=O)c1cnc2c(c(C3CC3)nn2C)c1N1CCOCC1 returned LYP inhibition -5%, Yfh1-off respiration inactive, P. falciparum M1AAP 7% and P. falciparum M17LAP 1%.
For O=C(CNC(c1ccccc1)c1ccccc1)Nc1ccc(F)cc1 the results were LYP inhibition -4%, XIAP displacement -4.0%, Yfh1-off respiration inactive, P. falciparum M1AAP -4%, P. falciparum M17LAP -3%, WT yeast gro inh 16, PMI inhibition 0%, human PMI inhibition 6%, TNAP activators 0.8 and WT yeast gro inh mutant strain -3.
Cc1ccc(S(=O)(=O)N2CCC(C)CC2)cc1[N+](=O)[O-] was read as LYP inhibition -6%, XIAP displacement -1.6%, Yfh1-off respiration inactive, P. falciparum M1AAP 2%, P. falciparum M17LAP -6%, WT yeast gro inh -2, PMI inhibition 8%, human PMI inhibition 6%, TNAP activators 1 and WT yeast gro inh mutant strain -1.
For COC(=O)CC1(C(=O)OC)Oc2ccc(Br)cc2C(=O)N1c1ccc(Br)cc1Cl (stereo not given) the results were LYP inhibition -1%, Yfh1-off respiration inactive, P. falciparum M1AAP 1% and P. falciparum M17LAP 5%.
O=C(c1ccco1)N1CCCN(Cc2cn[nH]c2-c2ccc(-c3ccccc3)cc2)CC1 was read as LYP inhibition -5%, XIAP displacement 0.2%, Yfh1-off respiration inactive, P. falciparum M1AAP -4%, P. falciparum M17LAP -6%, WT yeast gro inh 11, PMI inhibition 12%, human PMI inhibition 15%, TNAP activators 1.1 and WT yeast gro inh mutant strain -4.
For Cc1ccccc1Nc1nc(N)nc(CSc2nnnn2-c2ccccc2)n1 the results were LYP inhibition -12%, XIAP displacement -5.0%, Yfh1-off respiration inactive, P. falciparum M1AAP 3%, P. falciparum M17LAP 3%, WT yeast gro inh 7, PMI inhibition 10%, human PMI inhibition 14%, TNAP activators 1.1 and WT yeast gro inh mutant strain 3.

Screens deposited in PubChem by several laboratories.
